# Screens as filed in PubChem BioAssay.
# M1 PAM: positive allosteric modulators of human M1 muscarinic receptor. P11229. CHO-K1 hM1, Fluo-8 calcium fluorescence, ACh EC20; 0% = ACh EC20, 100% = maximal ACh. activation, % at 3 µM. 0.088% of 360,000 active. AID 588819; in the data active = activation above about 19%, passing the limit was not always enough
# OXTR ag: activates the human oxytocin receptor | P30559 | CHO-OTR cells, Fluo-8 calcium fluorescence; normalized: DMSO 0%, oxytocin 100% | activation, % at 3 µM | 0.32% of 320,000 active;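 active = activation above the mean of all tested compounds plus 3 SD, cutoff set per screening run, cut at about 20% in these data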;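 note: peak over basal fluorescence ratio from a 100 s FLIPR kinetic read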
# TAAR1 ag: human TAAR1 agonism | Q96RJ0 | 0.99% of 360,000 active | activation, % at 3 µM | CHO RD-HGA16 TAAR1, Fluo-8 calcium fluorescence; vehicle wells 0%, saturating PEA agonist 100%;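 active = activation above the mean activation of all test compounds in the run plus 3 SD, cut at about 38% in these data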
# Target sequence (Q96RJ0 whole entry, looked up): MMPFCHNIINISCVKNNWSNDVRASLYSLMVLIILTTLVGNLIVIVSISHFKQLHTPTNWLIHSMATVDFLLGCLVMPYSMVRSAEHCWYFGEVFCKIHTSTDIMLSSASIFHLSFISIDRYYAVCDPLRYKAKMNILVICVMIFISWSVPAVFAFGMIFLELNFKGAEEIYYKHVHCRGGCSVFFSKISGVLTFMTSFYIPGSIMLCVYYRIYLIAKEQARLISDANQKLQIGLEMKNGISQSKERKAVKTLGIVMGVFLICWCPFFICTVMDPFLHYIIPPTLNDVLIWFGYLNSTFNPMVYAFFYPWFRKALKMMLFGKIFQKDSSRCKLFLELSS
#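 test system = CHO RD-HGA16 cells carrying human TAAR1 plus Gα16 | schedule = 17-24 h seeding, 75 min 37 °C dye, 30 min RT | compound dosing = 3 µM single concentration | control set = DMSO and PEA EC100 | replicates = n 1 | signal = Fluo-8 fluorescence, 5 s baseline then 140 s kinetic read | measure = percent activation vs PEA EC100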
# OXTR potentiator: potentiators of human oxytocin receptor; CHO-OTR cells, Fluo-8 calcium fluorescence, potentiator mode; 0% = oxytocin EC15, 100% = EC100; P30559; 0.061% of 320,000 active; AID 2445; activation, % at 3 µM;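 active = activation above that plate's cutoff, the mean activation of tested compounds plus 3 SD, cut at about 6.6% in these data, passing the limit was not always enough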;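 note: 100% uses oxytocin at 75 nM as the full agonist control; some results filed as inactive read as strong as hits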
#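 Assay system: CHO cell line stably expressing human OTR. Reagent: EC15 oxytocin agonist. Dosing: single dose, 3.0 µM nominal final compound concentration. Timing: compound 6 min at room temperature before oxytocin, 100 s read. Signal: kinetic Fluo-8 calcium fluorescence. Controls: oxytocin EC15 low and EC100 high.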
# CHRM1 antagonist: antagonists of human M1 muscarinic receptor; P11229; CHO-K1 hM1, Fluo-8 calcium fluorescence, ACh EC80 antagonist; inhibition, % at 3 µM; 1.3% of 360,000 active;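 active = percent inhibition above its own plate's cutoff, namely the mean of that plate's compound wells plus 3 SD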;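 note: peak over basal fluorescence ratio during 140 s after agonist addition; 0% = ACh EC80 plus DMSO and 100% = DMSO alone without agonist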
# CHRM1 agonist: agonists of human M1 muscarinic receptor; 0.33% of 360,000 active; CHO-K1 hM1, Fluo-8 calcium fluorescence, agonist mode; 0% DMSO, 100% acetylcholine EC100; P11229; activation, % at 3 µM;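 active = activation above the run's mean compound activation plus 3 SD, cut at about 16% in these data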;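 note: peak over basal fluorescence ratio within a 140 s kinetic read after compound addition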
# V1aR counter: V1a receptor agonism, counter-screen for OXTR agonists; activation, % at 3 µM; AID 2797; 0.25% of 320,000 active; P37288; CHO-V1R cells, Fluo-8 calcium fluorescence, agonist mode; 0% DMSO, 100% 3 nM vasopressin;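 active = activation above the mean activation of all tested compounds plus 3 SD, per screening run, cut at about 20% in these data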;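 note: signal is peak over basal fluorescence ratio across a 100 second FLIPR read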
# Target sequence (P37288 whole entry, looked up): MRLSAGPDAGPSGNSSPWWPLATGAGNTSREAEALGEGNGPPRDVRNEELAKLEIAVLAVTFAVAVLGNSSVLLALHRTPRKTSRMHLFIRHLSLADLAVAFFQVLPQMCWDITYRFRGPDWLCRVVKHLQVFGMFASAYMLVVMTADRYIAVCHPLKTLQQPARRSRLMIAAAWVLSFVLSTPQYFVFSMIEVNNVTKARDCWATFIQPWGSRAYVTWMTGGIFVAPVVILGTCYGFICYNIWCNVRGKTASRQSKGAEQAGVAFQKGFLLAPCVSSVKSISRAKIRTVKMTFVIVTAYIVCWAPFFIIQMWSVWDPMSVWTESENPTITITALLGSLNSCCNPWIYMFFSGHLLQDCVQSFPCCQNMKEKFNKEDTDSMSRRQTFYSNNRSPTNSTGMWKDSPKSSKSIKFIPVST
# TAAR1 antagonist: antagonists of human TAAR1; Q96RJ0; CHO RD-HGA16 TAAR1, Fluo-8 calcium fluorescence, antagonist; inhibition, % at 3 µM; 1.5% of 360,000 active; AID 624466;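 active = inhibition above a per-plate cutoff, the mean inhibition of test compounds on that plate plus 3 SD, cut at about 49% in these data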;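 note: 0% = DMSO plus EC80 beta-PEA response and 100% = DMSO alone without agonist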
#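 Test system – hTAAR1-expressing CHO RD-HGA16 cells, Gα16-coupled · Also added – β-PEA at EC80 concentration, post-compound challenge · Compound – 3 µM, single point · Incubation – dye loading 75 min at 37 °C, then 30 min room temperature · Measured by – Fluo-8 intracellular calcium dye fluorescence, real-time kinetic reads · Benchmarks – vehicle and agonist controls · Replicates – singlicate, one well per test compound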
# CHO parental Ca: counter-screen: ATP calcium response change in parental CHO cells; parental CHO-K1, ATP-induced calcium, Fluo-8 fluorescence; inhibition, % at 5.6 µM; 0.63% of 330,000 active; AID 463079;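 active = inhibition above that plate's mean sample inhibition plus 3 SD, cut at about 26% in these data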;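 note: 0% = ATP-challenged DMSO wells and 100% = DMSO wells without ATP; some compounds past the cut are filed as inactive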
#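 Material – parental CHO cells · Reagent – ATP stimulus · Compound – single nominal dose of 5.6 µM per compound · Detection – Fluo-8 fluorescence · Read-out basis – percent inhibition of calcium signal · Controls – ATP-challenged DMSO wells low, unchallenged DMSO wells high · Repeats – no replicates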
# The depositor's hits bear a star; . = not tested or not shown.
SMILES,M1 PAM,OXTR ag,TAAR1 ag,OXTR potentiator,CHRM1 antagonist,CHRM1 agonist,V1aR counter,TAAR1 antagonist,CHO parental Ca
COC(=O)CSC1=C(C#N)C(=O)NC2(CCCCC2)S1,8,0.2,3,5,0,-4,1.5,1,2
CCc1ccccc1NC(=O)CSC1=C(C#N)C(c2ccc3c(c2)OCO3)C2=C(CCCC2=O)N1 (stereo not drawn),2,-0.2,-1,0,-8,-7,0.2,0,-16
CCC(C)Sc1ccc([C@H]2N[C@@](C)(C(=O)OC)[C@H]3C(=O)N(C)C(=O)[C@@H]23)cc1OC (stereo partly drawn),1,6.2,10,3,-7,-2,1.3,10,-11
Cc1ccc(S(=O)(=O)CCc2nc3ccccc3[nH]2)cc1,9,0.4,1,2,-8,-3,0.9,-4,-12
O=C(c1cccnc1)N1CCN(S(=O)(=O)c2ccc(S(=O)(=O)N3CCCC3)cc2)CC1,13,0.5,0,10,-18,-4,0.2,-23,3
CCOC(=O)CSc1nnc(COc2cccc(C)c2)o1,-7,0.9,-1,-8,4,-5,1.4,20,6
Cc1nn(-c2ccccc2)c(Cl)c1C(=O)OCC(=O)NCCc1ccc(S(N)(=O)=O)cc1,0,.,-1,.,-4,-4,.,-16,.
COCCNC(=O)/C(C#N)=C/c1ccc(C)o1,8,0.2,3,-5,-2,-3,-0.2,0,-14
CCn1c(Cc2cccn2C)nnc1SCC(=O)c1ccc(C)cc1,-4,-2.4,-1,-16,10,-5,-0.2,6,-31
CCN1CCN(CC(=O)Nc2ccc(Cl)c(S(=O)(=O)N(C)C)c2)CC1,8,0.9,2,2,-15,-8,2.4,-12,3
CSc1c(CC(=O)Nc2ccccc2C(F)(F)F)n(Cc2ccccc2)c2ccccc12,-2,-2.1,-1,-1,-1,-6,0.0,-13,-5
COc1ccccc1-c1nnc(NC(=O)c2ccc(S(=O)(=O)N(C)CC3CCCO3)cc2)o1 (stereo not drawn),10,0.2,1,-4,-14,-1,-0.8,-8,-4
Cc1cccc(C)c1Nc1cn[nH]c1,0,.,1,.,-6,-5,.,-10,.
Cc1ccc(NC2=NC(c3ccc(O)cc3)n3c(nc(C)cc3=O)N2)cc1 (stereo not drawn),4,0.5,0,0,-11,-2,0.3,6,-3
CCN(CC)S(=O)(=O)c1cccc(C(=O)Nc2ccccc2C(=O)N2CCOCC2)c1,4,-0.2,-1,-3,-11,-2,0.4,-15,-22
COc1cccc(-n2c(N)cc(=O)nc2SCC(=O)N2CCN(c3ccccc3)CC2)c1,14,0.5,0,-5,-21,-4,0.6,-13,-8
COc1ccc(C(=O)N2CCN(c3ccc(NC(=O)c4cccs4)cc3)CC2)cc1,17,0.3,0,-5,-10,4,3.3,4,-7
COc1ccc(CNC(=O)C(=O)NCC(c2ccco2)N2CCOCC2)cc1 (stereo not drawn),-6,-0.2,0,9,3,-3,2.2,-13,-13
Cc1ccc(NC(=O)c2ccco2)c(NC(=O)c2cccs2)c1,11,-1.6,6,2,-18,-2,-0.9,5,-13
Cc1ccc(C)c(NC(=O)NNC(=O)c2ccc3ccccc3c2O)c1,9,-0.4,-1,-5,-26,1,1.4,-11,-8
COc1cc(OC)c(NC(=O)c2ccc(Br)o2)cc1Cl,-6,-1.5,-2,-8,6,-4,-1.5,6,-21
CC(C)NC(=O)CSc1ncccc1-c1nc2ccccc2[nH]1,2,-0.1,1,-6,-4,-8,1.4,-13,-26
COc1cccc(CSc2nccn2C)c1,9,-0.7,3,-16,-11,-3,0.0,-1,-3
Cc1ccc(NC(NC(=O)c2cccs2)C(Cl)(Cl)Cl)cc1 (stereo not drawn),1,3.1,20,-15,3,-2,4.0,15,-1
Cc1cc(C2=NNC(=NC3CCCCC3)SC2)c(C)n1-c1c(C)n(C)n(-c2ccccc2)c1=O,-6,-0.6,-1,3,12,-7,-0.1,-1,-6
CCC(C)Sc1nnc(CNS(=O)(=O)c2ccc(F)cc2)n1C (stereo not drawn),3,-0.3,1,2,1,-1,-0.5,-7,-4
Cc1cc(C(=O)COc2cccnc2[N+](=O)[O-])c(C)n1Cc1cccs1,-7,7.4,7,-6,15,-3,5.4,-33,0
COc1cccc(N2CCN(S(=O)(=O)c3ccc4c(c3)NC(=O)CS4)CC2)c1,-1,3.5,5,-8,-2,0,7.1,5,-7
COc1ccc(-c2nc(C)ncc2-c2csc(C)n2)c(O)c1,8,0.5,1,-4,-1,-2,1.2,7,-5
Cc1ccc(COC(=O)CCN=C2NS(=O)(=O)c3ccccc32)cc1,-3,3.2,3,2,5,-1,1.9,-6,-11
O=C(Nc1cccnc1Cl)c1cc(-c2ccccc2O)on1,-1,1.7,4,-7,5,-3,1.6,5,22
COc1ccc(/C=N/NC(=O)c2ccoc2C)cc1OC,10,0.0,4,-1,-8,-5,-0.1,0,0
CS(=O)(=O)N(CC(=O)N1CCN(c2ccccc2)CC1)C1CCCCC1,10,0.2,5,-16,-15,-2,0.4,-19,-9
CCCOc1cc(C)c(S(=O)(=O)n2ccc(C)n2)cc1C,-2,-0.5,15,-15,-15,-4,-1.4,7,-12
C#CCN1[C@@H]2CCN(C2)c2cc(Br)ccc2S1(=O)=O,1,.,-1,.,-7,-6,.,-8,.
COc1cc(/C=N/NC(=O)COc2c(C)cc([N+](=O)[O-])cc2C)ccc1OC(=O)c1ccccc1Br,1,0.4,5,-8,-5,-7,2.4,-20,-3
O=S(=O)(Oc1ccccc1/C=N/n1cnnc1)c1ccccc1,10,0.8,4,-6,-12,-7,0.4,19,-4
CC(=O)c1cccc(NC(=O)c2cc(-c3ccc(F)cc3)on2)c1,1,0.5,8,-4,-4,-2,0.5,8,-7
COc1cc(/C=C2\SC(=S)N(N3CCOCC3)C2=O)cc(OC)c1OC,6,3.2,1,-9,-3,-5,-0.6,17,-18
COc1cc(CN2CCN(Cc3ccc(C(F)(F)F)cc3)CC2)cc(OC)c1OC,4,4.5,0,-17,-2,-1,5.2,3,-16
Cc1cc(O)c(-c2cc(C(=O)Nc3cccnc3)[nH]n2)cc1C,7,2.4,8,5,-10,0,0.9,-10,6
NC(=O)C1CCN(C(=O)Cc2ccc([N+](=O)[O-])cc2)CC1,14,-0.4,2,-3,-11,-2,0.4,-1,5
COC(=O)c1c(NC(=O)C(=O)N2CCCCC2)sc2c1CC(C)(C)OC2,11,-0.1,1,0,-18,-4,0.8,-20,-13
Cn1nc(C(F)(F)F)c(/C=N/OC(=O)c2ccccc2Cl)c1SCc1ccc(Cl)cc1,-11,-0.5,1,-6,-8,-4,0.1,2,-21
CC(=O)c1cccc(NS(=O)(=O)c2cc3c(cc2C)N(C(C)=O)CCO3)c1,4,0.4,1,-4,-9,-2,0.0,2,-28
CN(C)Cc1ncccc1Oc1nc2cc(-c3cccc(Cl)c3)sc2c(=O)n1C,6,.,2,.,-9,-4,.,-3,.
CCOc1ccccc1NC(=O)C(NC(=O)C1CCC(C)CC1)C(C)C (stereo not drawn),7,-2.6,0,4,-13,-3,-0.8,-12,-31
O=C(CCc1nc(-c2ccccc2)no1)NCC1CCCO1 (stereo not drawn),0,-0.6,2,-8,-6,-2,-0.2,-4,-17
CCCCSc1nc(C)c(C(C)=O)cc1C#N,15,-2.4,-2,4,-18,-3,-1.2,5,-10
CCCC(/C=C/c1ccc(OC(C)=O)cc1)=C1/c2ccccc2C(=O)N1c1ccccc1,-8,-0.8,12,-4,13,-4,-0.2,11,-12
# Later entries.
SMILES,M1 PAM,OXTR ag,TAAR1 ag,OXTR potentiator,CHRM1 antagonist,CHRM1 agonist,V1aR counter,TAAR1 antagonist,CHO parental Ca
CC(C)CCNC(=O)COc1ccc2c(c1)C(=O)CC(C)(C)O2,9,-0.4,7,-14,0,1,-0.4,-3,-12
COC(=O)c1c(NC(=O)/C=C/C(=O)O)sc(Cc2ccccc2)c1C,1,1.9,.,-5,5,-4,1.4,.,-3
NS(=O)(=O)c1ccc(CNC(=O)c2cc(-c3cccnc3)nc3ccccc23)cc1,-5,0.7,-1,5,14,-6,0.5,2,-4
CCOC(=O)C1(C)Oc2ccccc2C(C(=O)OC)=C1C(=O)OC (stereo not drawn),10,.,-1,.,-6,-3,.,-12,-14
COc1ccc(NC(=S)Nc2ccc3snnc3c2)cc1,9,1.5,6,-7,1,-2,1.9,21,-2
COCCCNC(=S)N1CCC(NC(=O)Nc2ccc(C)cc2)CC1,9,0.4,7,0,-5,-7,1.1,8,-9
C=CCn1c(N)c(C(=O)NCc2cccnc2)sc1=S,10,0.9,6,1,-5,-4,-0.3,1,-1
CCOc1ccc(CCNC(=O)C2=C(C)C(=O)OC23CCC(C)CC3)cc1 (stereo not drawn),1,-0.4,1,-3,-2,-6,0.3,-2,-21
O=C1CC2(CCN(C(=O)c3cccc(Br)c3)CC2)Oc2ccccc21,7,-1.3,8,-4,8,0,0.2,-12,-22
CC(OC(=O)Cc1c(F)cccc1Cl)C(=O)NC1CCCCC1C (stereo not drawn),6,-1.9,5,0,-7,-1,-0.5,-8,-10

# Five entries picked at random from those above, as already listed:
SMILES,M1 PAM,OXTR ag,TAAR1 ag,OXTR potentiator,CHRM1 antagonist,CHRM1 agonist,V1aR counter,TAAR1 antagonist,CHO parental Ca
CCOc1ccc(CCNC(=O)C2=C(C)C(=O)OC23CCC(C)CC3)cc1 (stereo not drawn),1,-0.4,1,-3,-2,-6,0.3,-2,-21
CC(C)CCNC(=O)COc1ccc2c(c1)C(=O)CC(C)(C)O2,9,-0.4,7,-14,0,1,-0.4,-3,-12
CCOC(=O)C1(C)Oc2ccccc2C(C(=O)OC)=C1C(=O)OC (stereo not drawn),10,.,-1,.,-6,-3,.,-12,-14
CC(OC(=O)Cc1c(F)cccc1Cl)C(=O)NC1CCCCC1C (stereo not drawn),6,-1.9,5,0,-7,-1,-0.5,-8,-10
COc1ccc(NC(=S)Nc2ccc3snnc3c2)cc1,9,1.5,6,-7,1,-2,1.9,21,-2

# Additional entries:
SMILES,M1 PAM,OXTR ag,TAAR1 ag,OXTR potentiator,CHRM1 antagonist,CHRM1 agonist,V1aR counter,TAAR1 antagonist,CHO parental Ca
CCCCCSc1nncc(=O)[nH]1,10,1.1,14,-4,-5,-1,0.1,-6,2
O=S(=O)(c1ccc(NCCOCCO)nc1)N1CCCCC1,-1,0.7,6,-2,-1,-2,0.3,3,7
Cc1cc(NC(=O)c2cccnc2)ccc1NC(=O)c1cc2ccccc2o1,-17,8.3,32,-8,12,-3,12,57*,-11
Cc1cccc(CN(C)C)c1CC(O)(c1ccccc1)c1ccccc1,-3,.,6,.,2,-3,.,-18,.
C/C(=N\Nc1ccccn1)c1ccc(C#N)cc1,-6,-0.7,0,-1,8,-8,13,-10,-8
